# TR-FRET SRC-2 ct: TR-FRET signal artefacts, primary screen, artefact control for PPARgamma SRC-2 agonist project, biochemical; TR-FRET artefact counter-screen; stronger effect = higher value; TR-FRET ratio at 8 µM; actives 0.4% (n = 200,000); AID 1049, 2008; in the data active = TR-FRET ratio above about 2000; also: inactives centre near 1500
# PPARg SRC1 recr: PPARgamma agonists recruiting SRC-1 coactivator, primary screen, biochemical | PPARgamma-SRC-1 coactivator recruitment biochemical assay | activation, % at 8 µM | actives 0.41% (n = 200,000) | AID 631, 2007; in the data active = activation above about 19%;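 also: 0% = DMSO and 100% = reference agonist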
# Target sequence (P37231 whole entry, looked up): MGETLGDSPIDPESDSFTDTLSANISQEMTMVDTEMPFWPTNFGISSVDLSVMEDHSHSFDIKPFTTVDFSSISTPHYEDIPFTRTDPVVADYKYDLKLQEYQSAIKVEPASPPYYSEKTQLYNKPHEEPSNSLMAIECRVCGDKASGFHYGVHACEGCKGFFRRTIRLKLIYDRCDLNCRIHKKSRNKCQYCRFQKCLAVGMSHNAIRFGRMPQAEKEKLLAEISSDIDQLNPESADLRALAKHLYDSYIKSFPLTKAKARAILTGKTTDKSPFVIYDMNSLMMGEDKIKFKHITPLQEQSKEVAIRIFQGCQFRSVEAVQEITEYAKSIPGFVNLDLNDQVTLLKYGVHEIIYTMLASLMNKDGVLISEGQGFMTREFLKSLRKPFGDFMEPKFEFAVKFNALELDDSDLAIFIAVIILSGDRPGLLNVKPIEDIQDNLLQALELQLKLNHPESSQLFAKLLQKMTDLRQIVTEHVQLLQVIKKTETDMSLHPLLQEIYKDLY
# PPARg SRC2 recr: agonists of PPARg-SRC-2 recruitment, primary screen, biochemical, HTS. Peroxisome proliferator-activated receptor gamma (Homo sapiens), P37231. PPARgamma LBD-SRC-2 recruitment. activation, % at 8 µM. actives 0.34% (n = 200,000). AID 1032, 2008; in the data active = activation above about 22%;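 also: 0% = vehicle and 100% = reference agonist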
# RAM network inh: inhibitors of the yeast RAM network, primary screen, dse1pr::URA3 reporter, 5-FOA selection. S. cerevisiae dse1pr::URA3 reporter, 5-FOA growth OD615, 2 d; analog-sensitive cbk1-as2 kinase mutant strain. inhibition, % at 50 µM. actives 1.8% (n = 190,000). AID 868, 2007;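 active = inhibition above a set limit, 3 SD over mean compound inhibition, cut at about 8.4% in these data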;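 also: 0% = DMSO-only wells with no growth and 100% = 10 µM 1-NA-PP1 full growth; inhibition rescues growth on 5-FOA so higher OD means more RAM inhibition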
# S1P3 antag: S1P3 receptor antagonists, primary screen, cell-based | Sphingosine 1-phosphate receptor 3 (Homo sapiens), Q99500 | CHO S1P3 NFAT-BLA reporter, FRET fluorescence, antagonist mode | inhibition, % at 4.98 µM | actives 0.27% (n = 170,000) | AID 485, 2006;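 active = inhibition above the plate cutoff, the mean inhibition of test wells on that plate plus 3 SD, cut at about 28% in these data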;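 also: cells challenged with S1P at its EC80 of 0.8 µM; blue over green emission ratio from cleaved BLA substrate after 4 h stimulation; 0% = S1P-stimulated wells and 100% = unstimulated DMSO-only wells; some compounds past the cut are filed as inactive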
# PPARg SRC3 recr: PPARgamma agonists recruiting SRC-3 coactivator, primary screen, biochemical; Peroxisome proliferator-activated receptor gamma (Homo sapiens), P37231; activation, % at 8 µM; actives 0.26% (n = 200,000); biochemical PPARgamma/SRC-3 coactivator recruitment assay; AID 731, 2007; in the data active = activation above about 23%;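 also: 0% = DMSO and 100% = reference agonist; some compounds past the cut are filed as inactive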
# STAT1 inh: STAT1 signaling inhibitors, primary screen, cell-based, HTS, luciferase reporter. NIH 3T3 STAT1-luciferase reporter, IFN-gamma, luminescence. inhibition, % at 5.5 µM. actives 0.35% (n = 200,000);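 active = inhibition above a set limit, the mean inhibition across all tested compounds plus 3 SD, cut at about 34% in these data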;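 also: 0% = IFN-gamma with DMSO and 100% = IFN-gamma with 300 µM nifuroxazide; values of inactives mirror those of a sister screen read the other way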
# STAT3 inh: IL-6 driven STAT3 reporter inhibitors, primary screen, U3A cells, luciferase, luminescence, MLSCN library. inhibition, % at 5.5 µM. actives 0.89% (n = 190,000). IL-6 STAT3-luciferase reporter; host cell line lacks STAT1;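 active = inhibition above the mean inhibition across all screened compounds plus 3 SD, cut at about 44% in these data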;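 also: 0% = DMSO only wells and 100% = 100 µM nifuroxazide control wells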
# TLR4-MyD88 BLA: inhibitors of TLR4-MyD88 association in cells, primary screen, cell-based, HeLa CL3-4, BLA complementation, FRET ratio. inhibition, % at 8.4 µM. Toll-like receptor 4 (Homo sapiens) + Myeloid differentiation primary response protein …. HeLa CL3-4 TLR4/MyD88 BLA complementation. actives 0.18% (n = 200,000); in the data active = inhibition above about 25%;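 also: 0% = vehicle and 100% = reference inhibitor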
# STAT3 activator: IL-6 driven STAT3 reporter potentiators, primary screen, U3A cells, luciferase, luminescence, MLSCN library. IL-6 STAT3-luciferase reporter; 100% = signal with IL-6 EC80 alone. activation (% of control), % at 5.6 µM. actives 0.91% (n = 190,000). AID 871, 2007;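 active = activation above the screen-wide mean of compound activation plus 3 SD, cut at about 130% in these data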;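 also: 0% = background luminescence of wells with medium and substrate only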
#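 System – human U3A cells carrying STAT3-luciferase construct · Probe or stimulus – Interleukin-6, 33 ng/mL · Schedule – compound 1 h, then IL-6 6 h at 37 °C · Signal – luminescence from STAT3-driven luciferase reporter · Evaluation – percent of IL-6-only median luminescence · Benchmarks – IL-6-only high control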
# ROMK mod: ROMK potassium channel modulators, primary screen, cell-based, thallium flux, MLSMR library; actives 2% (n = 130,000); ATP-sensitive inward rectifier potassium channel 1 (Homo sapiens), P48048; AID 1918, 2009; Tet-inducible ROMK, thallium flux fluorescence; actives lie on both sides; B-score at 10 µM;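 active = signal ratio slope over the read window, or its plate-corrected B-score, at least 3 SD from the plate mean, either direction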;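 also: B-score of the F/F0 ratio slope over 7 to 12 s after thallium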
# Target sequence (P48048 whole entry, looked up): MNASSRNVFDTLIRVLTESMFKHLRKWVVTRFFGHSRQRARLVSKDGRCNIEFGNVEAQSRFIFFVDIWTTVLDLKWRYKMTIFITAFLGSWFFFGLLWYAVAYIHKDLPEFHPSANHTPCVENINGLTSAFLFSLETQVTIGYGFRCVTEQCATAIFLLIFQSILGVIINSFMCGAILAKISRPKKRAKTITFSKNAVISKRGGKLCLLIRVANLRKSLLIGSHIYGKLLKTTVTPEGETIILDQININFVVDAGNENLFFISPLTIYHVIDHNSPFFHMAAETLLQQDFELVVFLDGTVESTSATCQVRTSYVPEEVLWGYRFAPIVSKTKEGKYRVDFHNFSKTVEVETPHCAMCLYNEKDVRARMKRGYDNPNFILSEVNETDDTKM
# Numbers without * were called inactive; · = no result given.
SMILES,TR-FRET SRC-2 ct,PPARg SRC1 recr,PPARg SRC2 recr,RAM network inh,S1P3 antag,PPARg SRC3 recr,STAT1 inh,STAT3 inh,TLR4-MyD88 BLA,STAT3 activator,ROMK mod
O=C(Cc1ccc(Cl)cc1)Nc1ccc(C(=O)N2CCOCC2)cc1,1387,-6,0,0.0,4,-1,-5,2,-4,100,-1.5
CC(C)(C)OC(=O)N1CCN(C(=O)c2cccnc2Cl)CC1,1759,-3,2,0.5,2,-8,-6,0,0,106,-0.34
COc1ccc(NC(=O)CSc2nnc(Cc3cccn3C)n2CCc2ccccc2)cc1OC,1581,3,5,1.9,-5,-2,-1,5,-1,101,·
COc1ccccc1CNC(=O)CSc1ccc(C)cc1,1656,5,7,0.5,-7,1,-4,-3,-3,103,·
COC(=O)C1CCN(S(=O)(=O)c2ccc(OC)cc2)CC1,1487,-1,5,0.7,·,-2,7,-2,2,107,-0.83
COc1ccc(N(C)S(=O)(=O)c2ccc3c(c2)oc(=O)n3C)cc1,1718,0,5,1.7,18,0,0,5,-5,100,-0.71
CCOC(=O)C1CCN(C(c2cc3ccc(C)cc3[nH]c2=O)c2nnnn2C2CCCCC2)CC1 (stereo not drawn),1708,10,5,2.7,-10,17,12,5,5,100,·
CCCC1=C(C(=O)OCC)C(c2ccccc2OCC)NC(=O)N1C (stereo not drawn),1660,3,-2,0.8,-32,6,18,5,-5,98,-0.79
O=C(Oc1ccccc1C(=O)Oc1ccccc1)c1ccco1,1605,4,3,5.9,-31,-11,5,-1,6,104,-1.2
C=CCOC(=O)/C(=C\c1ccc(OC)cc1)NC(=O)c1ccco1,1498,2,8,3.8,·,8,8,9,14,97,·
COc1ccc(CNC(=O)COC(=O)CC2CCCC2)cc1,1777,0,-3,0.9,10,0,11,8,-4,96,-0.077
CC1CN(CCC(=O)Nc2ccc3c(c2)OCO3)CC(C)O1 (stereo not drawn),1587,3,1,2.1,·,5,7,2,9,100,0.2
COCCOC(=O)C1=C(C)N(Cc2ccccc2)C(=O)NC1c1ccc(OC)cc1 (stereo not drawn),1296,-4,-3,3.6,·,-4,-5,-10,5,105,-1
Cc1ccc2c(Cl)cc(Cl)c(OCc3c(C)noc3C)c2n1,1407,1,13,1.7,-6,13,6,1,-1,102,·
O=C(CCCn1c(=O)[nH]c2cc(Cl)ccc2c1=O)NCCN1CCN(c2ccccc2)CC1,1479,-2,-2,1.8,·,-15,9,2,2,98,·
CC1=C(C(=O)N2CCc3ccccc32)C2(CCC(C)CC2)OC1=O (stereo not drawn),1651,-3,-7,1.4,-3,-10,3,-33,-4,132,-0.39
CCc1nnc(NC(=O)NCN2C(=O)C3C4C=CC(C4)C3C2=O)s1 (stereo not drawn),1545,9,3,0.6,6,-4,3,5,-2,96,·
COc1cc(CNCc2ccccn2)ccc1OCc1ccc(Cl)c(Cl)c1,1597,-6,9,-1.9,-20,6,-24,-5,0,108,-1.8
O=C(NC1CCCC1)c1noc2c1CCCCC2,1439,3,5,-0.1,·,-2,-23,-22,10,126,0.24
CS(=O)(=O)N1CCN(C(=O)c2c(F)cccc2F)CC1,1589,7,5,0.7,-37,7,2,3,-13,99,0.13
COC(=O)Nc1nc2ccc(-c3n[nH]c(=O)c4ccccc34)cc2[nH]1,1552,-3,-9,1.9,-1,-3,-1,7,-8,97,2.8*
O=C(NCc1ccc(Cl)cc1)c1ccc(Cl)cc1[N+](=O)[O-],1367,0,5,1.8,·,4,-5,16,-2,92,1.7
CC(=O)NCC(=O)N1CCCC(C(=O)c2ccc(-c3ccccc3)c(F)c2)C1 (stereo not drawn),1566,14,-5,-0.5,5,0,-3,9,0,96,-0.017
COc1ccc(C2NC(=O)NC(O)(C(F)(F)F)C2C(=O)c2ccc(F)cc2)cc1 (stereo not drawn),1630,9,10,0.5,·,22,-6,-4,-2,105,0.57
O=C(Nc1ccc(N2CCOCC2)c(Cl)c1)c1ccc(Br)o1,1344,0,2,-1.5,14,14,-43,3,-2,101,-0.42

# Quoted from the listing.
# CC1CN(CCC(=O)Nc2ccc3c(c2)OCO3)CC(C)O1 (stereo not drawn) in STAT3 inh shows 2
# CS(=O)(=O)N1CCN(C(=O)c2c(F)cccc2F)CC1 in ROMK mod shows 0.13

# (cont.)
SMILES,TR-FRET SRC-2 ct,PPARg SRC1 recr,PPARg SRC2 recr,RAM network inh,S1P3 antag,PPARg SRC3 recr,STAT1 inh,STAT3 inh,TLR4-MyD88 BLA,STAT3 activator,ROMK mod
COc1ccc(-n2c(N)c(C(=O)NCc3ccco3)c3nc4ccccc4nc32)c(OC)c1,1666,-5,8,6.1,17,0,-2,12,-5,93,·
O=C(Nc1ccc(Oc2ccccc2)cc1)C1CC1,1306,3,-1,1.0,-18,0,-6,6,-8,96,0.14
CC(CNCC1CCCO1)COc1cccc2ccccc12 (stereo not drawn),1446,-8,-7,0.0,·,-1,3,-5,-7,109,·
C=C(C)COc1ccc(-c2nc(N)nc(C)c2-c2ccc(OC)cc2)c(O)c1,1318,2,0,0.4,4,0,3,19,2,86,-0.29
CC(C)CC(=O)Nc1cccc(NC(=O)CC(C)C)n1,1543,2,-3,1.3,3,-3,5,-6,-4,103,1.4
CC(C)Cn1c(-c2ccc(Br)cc2)c[nH]c1=S,1559,8,3,0.6,-8,4,10,8,-1,96,-1.5
COc1cccc(OCC(=O)Nc2cc(Cl)ccc2Oc2ccccc2)c1,1485,3,-5,6.7,3,4,12,2,-5,101,0.025
COc1ccc2c(c1)C=C(CN1CCN(C3CCCC3)C(CCO)C1)CO2 (stereo not drawn),1510,-4,10,0.5,-1,8,1,14,1,91,-0.078
CC1=CC(C)C2(COC(c3ccc[n+](C)c3)OC2)C(C)C1 (stereo not drawn),1363,-4,0,-0.1,-11,-3,2,6,-10,97,-0.96
CC(=O)c1cccc(NC(=O)COc2ccccc2C(=O)c2cc(C#N)c(=O)n(C3CCCCC3)c2)c1,1658,0,2,1.4,-8,1,4,-7,6,114,0.26
CC1(C)O[C@@H]2C[C@H]3[C@@H]4C[C@H](F)C5=CC(=O)CC[C@]5(C)[C@H]4[C@@H](O)C[C@]3(C)[C@]2(C(=O)CO)O1,1458,10,0,-0.1,-18,0,-39,16,2,88,0.91
CCc1ccc(N2C(=O)Nc3ccccc3C2(O)C(=O)N2CCN(c3ccccn3)CC2)cc1 (stereo not drawn),1606,8,6,0.9,-2,1,-16,5,6,102,0.51
CCOC(=O)c1nnn(-c2nonc2N)c1CN(C)Cc1ccccc1,1586,2,9,1.9,·,-6,3,10,4,97,·
O=C(CO)N/N=C/c1ccc(Cl)cc1,1483,-6,1,0.7,·,6,-5,4,-5,103,-1
O=C1CC(c2ccccc2)n2nc(N3C(=O)c4ccccc4C3=O)nc2N1 (stereo not drawn),1434,8,8,0.3,·,0,1,-1,-3,106,1.3
CN(CC(=O)NC1CCCCCC1)S(=O)(=O)c1ccccc1,1446,3,7,1.2,3,7,-3,1,-13,101,·
CN(C)c1ccc(/C=C/C=C2/SC(=S)N(c3ccccc3)C2=O)cc1,1683,20*,13,11*,·,9,-12,9,3,95,·
COCCCN1C(=O)C(=O)/C(=C(/O)c2ccc(OC(C)C)cc2)C1c1ccc(O)c(OC)c1 (stereo not drawn),1494,9,1,4.1,-7,-7,0,0,-5,102,1.6
Oc1c(C=C2N=c3ccccc3=N2)sc(=S)n1C1CCCC1,1439,-4,-9,2.8,-8,-11,2,13,-6,89,-0.068
CC(C)Cn1c(CCC(=O)O)ccc1-c1cccs1,1493,-4,-8,-1.0,-36,7,0,5,0,98,-0.0054
CC(C)CNC(=S)NC(=O)c1ccc(F)cc1,1502,-9,-6,-0.1,-9,-1,-31,1,3,103,-0.6
CCCc1nc2sc3ccccc3c(=O)c2c(=O)n1Cc1ccco1,1596,-3,-1,0.0,-7,-2,4,-50,5,147*,-0.0099
CCNC(=S)NNC(=O)c1csc(C)c1,1680,1,4,1.1,7,1,2,-3,-13,102,-0.32
COc1ccccc1N1CCN(CC(O)COc2c(OC)cccc2OC)CC1 (stereo not drawn),1401,-1,4,0.0,15,5,-2,18,-10,90,·
COc1ccc(CCN2C(=O)NC(NC(C)=O)(C(F)(F)F)C2=O)cc1OC (stereo not drawn),1389,4,-7,1.9,-8,-1,-7,-4,4,108,·
COc1ccc(C2NC(=O)C(C#N)=C(S)N2c2cccc(C)c2)cc1OC (stereo not drawn),1738,-3,-2,2.6,4,6,3,3,-15,102,-0.51

# Entries of single compounds as entered above. Screens in order: TR-FRET SRC-2 ct, PPARg SRC1 recr, PPARg SRC2 recr, RAM network inh, S1P3 antag, PPARg SRC3 recr, STAT1 inh, STAT3 inh, TLR4-MyD88 BLA, STAT3 activator, ROMK mod
# Entry for O=C(NC1CCCC1)c1noc2c1CCCCC2 → 1439, 3, 5, -0.1, ·, -2, -23, -22, 10, 126, 0.24
# Entry for CN(CC(=O)NC1CCCCCC1)S(=O)(=O)c1ccccc1 → 1446, 3, 7, 1.2, 3, 7, -3, 1, -13, 101, ·
# Entry for CCOC(=O)c1nnn(-c2nonc2N)c1CN(C)Cc1ccccc1 → 1586, 2, 9, 1.9, ·, -6, 3, 10, 4, 97, ·
# Entry for COc1cc(CNCc2ccccn2)ccc1OCc1ccc(Cl)c(Cl)c1 → 1597, -6, 9, -1.9, -20, 6, -24, -5, 0, 108, -1.8
# Entry for COc1ccc(N(C)S(=O)(=O)c2ccc3c(c2)oc(=O)n3C)cc1 → 1718, 0, 5, 1.7, 18, 0, 0, 5, -5, 100, -0.71

# Entries listed above printed as active in RAM network inh.
canonical_smiles,PPARg SRC1 recr,RAM network inh,S1P3 antag,STAT1 inh,TLR4-MyD88 BLA,STAT3 activator,ROMK mod
CN(C)c1ccc(/C=C/C=C2/SC(=S)N(c3ccccc3)C2=O)cc1,20*,11*,·,-12,3,95,·

# Screening results (PubChem BioAssay)
